# Compound activity deposited in PubChem BioAssay by NCI.
# Growth percent in the NCI-60 one-dose screen (48 h, 10 µM unless noted): 100 = growth as untreated, 0 = no growth, -100 = all killed.
# COLO 205 – COLO 205 colon cancer; 7.3% of 79,000 active
# NCI-H322M – NCI-H322M lung cancer | 2.7% of 80,000 active | AID 1794733
# HT29 – HT29 colon cancer | 7.4% of 81,000 active
# HCT-116 – HCT-116 colon cancer; AID 1794798; 7.3% of 82,000 active
# SW-620 – SW-620 colon cancer | 5.2% of 82,000 active
# HCT-15 – HCT-15 colon cancer | 5.2% of 82,000 active
# KM12 – KM12 colon cancer cells. 5% of 82,000 active. AID 1794800
# HCC-2998 – HCC-2998 colon cancer. 4.7% of 79,000 active. AID 1794799
# SNB-75 – SNB-75 CNS cancer; 5% of 79,000 active
# The depositor's hits bear a star; / = no result given; & = joins results of further samples. The calls were made as follows: active = growth percent below 10; inactive = the rest.
SMILES,COLO 205,NCI-H322M,HT29,HCT-116,SW-620,HCT-15,KM12,HCC-2998,SNB-75
CCCCCCCCCc1ccc(OCCOCCOCCOCCOCCOCCOCCOCCOCCO)cc1,108.8,57.3,15.2,11.0,19.1,10.4,13.3,23.3,36.6
O=C(c1ccc(Cl)cc1)C1[C@H](c2ccc(Br)cc2)[C@@H](c2ccccc2)NC12C(=O)Nc1ccccc12 (some centres not stated),-88.9*,19.9,-52.2*,10.7,3.5*,-2.6*,-3.7*,-39.3*,15.0
COc1ccc2c(c1)CCCN2C(N)=Nc1ccc(Cl)cc1,132.7,85.9,66.6,55.5,88.5,92.9,106.9,88.4,78.0
Cc1[nH]c2ccc(F)cc2c1CCNC(=O)C1CCN(C(=O)c2ccc3ccccc3c2)CC1,105.3,99.3,81.2,83.3,95.6,87.1,93.7,101.8,84.6
Cc1oc2ncnc(Nc3cccc(F)c3)c2c1C(=O)NCCO,110.9,104.5,96.8,105.4,102.6,/,97.9,114.1,92.2
Cc1[nH]c(C(=O)Nc2ccccc2OCc2cccc(C(=O)N3CCC[C@@H](N)C3)c2)c(Cl)c1Cl,-64.0*,-94.3*,-71.9*,-82.1*,-75.9*,-78.6*,-80.0*,-92.5*,-96.3*
O=C(Nc1ccc(OCc2nnc(-c3ccccc3)o2)c(F)c1)Nc1ccc(Cl)c(C(F)(F)F)c1,-46.3*,28.8,9.9*,9.6*,17.6,11.8,1.6*,14.4,40.2
CC1=C(C(=O)OC(C)C)C(c2ccc3c(c2)OCO3)NC(=S)N1 (configuration not stated),123.5,108.2,103.0,95.6,107.3,100.1,107.6,115.1,95.2
CC1CCCN1c1ccnc2cc(Cl)ccc12 (configuration not stated),90.1,99.1,79.7,89.8,106.9,98.4,104.0,/,85.6
COc1ccc(-c2cc(-c3ccc(OC)cc3)n(-c3ccc(-c4nc(N)n[nH]4)cc3)n2)cc1,108.9,107.6,/,97.2,102.9,93.2,102.3,107.8,101.4
CC1C(=O)C2=C(CCCC2)c2cn(Cc3ccccc3)c3cccc1c23 (configuration not stated),/,91.7,78.7,83.2,100.3,102.6,89.4,99.5,72.8
C=C(C)[C@@H]1CC[C@]2(C(=O)NC3CCCCC3)CC[C@]3(C)[C@H](CC[C@@H]4[C@@]5(C)CC[C@H](N)C(C)(C)[C@@H]5CC[C@]43C)[C@@H]12,52.9,107.8,71.8,7.8*,75.4,39.0,95.8,92.1,83.9

# Reprinted from the part before: 4 compounds, then new ones.
SMILES,COLO 205,NCI-H322M,HT29,HCT-116,SW-620,HCT-15,KM12,HCC-2998,SNB-75
CC1CCCN1c1ccnc2cc(Cl)ccc12 (configuration not stated),90.1,99.1,79.7,89.8,106.9,98.4,104.0,/,85.6
COc1ccc(-c2cc(-c3ccc(OC)cc3)n(-c3ccc(-c4nc(N)n[nH]4)cc3)n2)cc1,108.9,107.6,/,97.2,102.9,93.2,102.3,107.8,101.4
CC1C(=O)C2=C(CCCC2)c2cn(Cc3ccccc3)c3cccc1c23 (configuration not stated),/,91.7,78.7,83.2,100.3,102.6,89.4,99.5,72.8
C=C(C)[C@@H]1CC[C@]2(C(=O)NC3CCCCC3)CC[C@]3(C)[C@H](CC[C@@H]4[C@@]5(C)CC[C@H](N)C(C)(C)[C@@H]5CC[C@]43C)[C@@H]12,52.9,107.8,71.8,7.8*,75.4,39.0,95.8,92.1,83.9
COc1cc(-c2nn(C(C)(C)C)cc2-c2ccnc(NCCCNS(=O)(=O)c3ccccc3)n2)ccc1F,91.3,85.5,67.7,59.7,83.2,45.4,51.7,89.2,73.5
O=C(Oc1ccccc1)c1ccccc1C(=O)Oc1ccccc1,113.7,/,106.3,111.5,106.6,114.0,120.2,96.3,104.4
O=C(O)CSc1ccc(Cl)cc1,114.4,100.7,104.5,94.5,105.3,96.1,121.6,100.0,79.8
CCOC(=O)c1c(Nc2ccc(S(=O)(=O)Nc3nccs3)cc2)nnc(-c2ccccc2)c1-c1ccccc1,114.2,/,116.4,98.6,131.3,106.5,114.0,/,104.3
CC(=O)Nc1ccc(NC(=O)CSc2nnc(Cc3ccccc3Nc3c(Cl)cccc3Cl)o2)cc1,/,102.6,107.5,96.0,100.1,102.1,102.9,99.7,82.3
CN1c2ccccc2S(=O)(=O)n2nc(CSc3nc4ccccc4s3)nc21,105.9,89.3,98.8,83.4,90.3,99.9,96.9,97.3,70.3
O=c1ccc(=O)n(-c2nc(-c3cc4ccccc4oc3=O)cs2)[nH]1,105.2,95.9,84.2,88.2,101.5,84.3,99.2,115.7,90.8
O=C(NN1C(=O)CSC1c1ccc(Cl)cc1)c1ccc(NC(=O)c2ccccn2)cc1 (configuration not stated),89.1,81.1,107.0,91.2,107.1,91.3,90.5,89.8,93.4
Cc1ccc(S(=O)(=O)Nc2ccc3[nH]ccc3c2)cc1,106.0,93.6,108.3,103.4,99.4,91.9,103.4,111.9,95.9
CC1(C)Nc2cccc3cccc(c23)N1,120.4,104.9,115.4,94.7,109.6,93.4,113.7,111.4,79.0
Cc1ccc[n+](CCCCC[n+]2cccc(C)c2)c1,101.0,99.2,104.8,104.7,107.9,100.5,113.9,104.1,100.3
Cc1nn(-c2ccccc2)c2nc3nc(-c4cccnc4)nc(N)c3c(-c3ccc(Cl)cc3)c12,47.3,93.0,65.3,84.2,65.4,81.5,97.7,101.5,61.3

# Continued, starting with the last 3 of the part before.
SMILES,COLO 205,NCI-H322M,HT29,HCT-116,SW-620,HCT-15,KM12,HCC-2998,SNB-75
CC1(C)Nc2cccc3cccc(c23)N1,120.4,104.9,115.4,94.7,109.6,93.4,113.7,111.4,79.0
Cc1ccc[n+](CCCCC[n+]2cccc(C)c2)c1,101.0,99.2,104.8,104.7,107.9,100.5,113.9,104.1,100.3
Cc1nn(-c2ccccc2)c2nc3nc(-c4cccnc4)nc(N)c3c(-c3ccc(Cl)cc3)c12,47.3,93.0,65.3,84.2,65.4,81.5,97.7,101.5,61.3
NS(=O)(=O)c1ccc(-n2c(O)c(C3=c4cc(Cl)ccc4=NC3=O)sc2=S)cc1,101.8,102.2,102.7,99.1,107.9,97.2,115.9,114.3,68.5
NC(=S)NN=C1CSSC1,44.0,26.2,11.8,51.2,93.1,44.6,59.3,78.1,46.5
CCOC(=O)C(Cc1ccc(C)cc1)(NC=O)C(=O)OCC,106.2,89.3,104.9,91.7,101.1,106.3,/,112.1,103.3
CCOC(=O)c1c(NCC(=O)Nc2ccccc2[N+](=O)[O-])sc(C(C)=O)c1C,113.1,106.9,103.8,94.7,104.3,102.4,100.2,109.7,93.4
O=C(O)CNC(c1ccccc1)(c1ccccc1)c1ccccc1,/,94.2,107.7,91.4,111.8,112.2,116.8,92.7,95.1
CC1(C)C(=NNC(N)=O)C(C)(C)C1=NNC(N)=O,108.2,131.2,99.0,105.7,98.1,96.0,104.1,98.8,86.6
Cc1ccc(C(=O)NCC(=O)O)cc1,110.0,95.4,106.2,114.1,104.1,96.8,102.7,118.3,96.2
CN1CCN(C(=O)[C@]23CCC(C)(C)C[C@H]2C2=CC[C@@H]4[C@@]5(C)C/C(=C/c6cccnc6)C(=O)C(C)(C)[C@@H]5CC[C@@]4(C)[C@]2(C)CC3)CC1,42.9,96.3,33.1,20.0,44.6,41.4,55.1,66.6,82.1
ON=C(Cc1ccccc1)Cc1ccccc1,109.4,97.2,98.8,93.5,105.0,97.8,101.4,96.6,96.0
O=[N+]([O-])c1ccc(Cl)c(S(=O)(=O)O)c1,117.9,136.2,137.8,104.1,106.9,96.6,105.2,101.9,85.8
OCCSC(=S)N1CCNCC1,109.1,105.6,93.4,100.3,102.1,85.4,100.8,98.7,94.0
O=C(/C=C/c1c(-c2ccc(F)cc2)nc2sccn12)c1ccc2c(c1)OCO2,151.7,94.8,101.8,88.9,83.4,95.1,101.8,120.1,79.8
Cc1cccc(C(=O)O)c1O,104.1&120.2&113.8&105.8,99.5&99.4&96.0&91.4,98.0&116.3&98.9&97.8,92.7&99.3&100.0&102.2,104.1&100.7&101.8&104.2,105.0&106.6&101.7&107.1,102.6&108.2&100.9&105.3,103.9&105.2&104.5&106.0,80.4&97.5&100.9&108.6
Nc1nnc(-c2cc(=O)oc3ccc4ccccc4c23)s1,117.8,94.9,110.6,104.3,102.4,103.2,104.5,99.8,101.2
Cc1ccc2oc(=O)cc(C)c2c1,115.7,/,106.2,108.1,96.2,101.9,112.6,107.1,86.0
O=C(/C=C/c1cccc(O)c1)c1ccccc1O,104.0,98.4,87.7,78.1,86.3,92.9,72.5,98.0,72.0
O=[P@@]1(c2ccccc2)O[C@H](COCc2ccccc2)[C@@H](OCc2ccccc2)[C@H](OCc2ccccc2)[C@@H]1O,99.4,68.6,71.8,65.2,88.3,96.0,87.5,97.6,90.7
CCCCNc1ccncc1CO,110.2,101.1,95.9,92.7,110.7,98.2,101.9,107.2,94.5
CC1(c2ccccc2O)NNC(=NCC(=O)c2ccccc2)N1C(Cc1c[nH]c2ccccc12)C(=O)O (configuration not stated),75.2,73.3,87.4,58.4,98.0,84.1,89.7,101.4,76.7
COc1ccc(-c2nc(-c3ccccc3)c(-c3ccccc3)n2C2CC2)cc1OC1CCCCC1,79.9,80.4,49.2,38.8,58.2,41.7,62.2,83.2,56.3
CC1C(=O)C=CN2CC(c3ccc(F)cc3)=CCC12 (configuration not stated),113.7,95.4,94.6,97.1,109.2,107.1,99.4,100.6,104.3
CCCCCC(C)NCCOC(=O)c1ccc([N+](=O)[O-])cc1 (configuration not stated),103.6,106.0,105.4,99.9,98.1,94.5,118.3,95.2,84.2
CC(=O)N(C)c1cccc2ccccc12,110.0,109.7,97.4,106.1,103.8,101.4,/,97.1,86.7
COC(=O)c1ccc(CNc2nc(=O)n(Cc3ccc(Cl)cc3)c(=O)[nH]2)cc1,113.1,108.5,93.4,98.6,103.1,102.2,107.0,110.7,/
C=CCc1c2c(c(OC)c3ccoc13)C(=O)/C(=C/c1ccccc1)O2,101.9,144.7,111.9,85.4,103.3,93.4,96.0,100.8,62.6
C=C(C)C(=O)Oc1ccc(N=Nc2ccc(C)cc2)ccc1=O,40.0,34.2,33.9,16.1,40.2,29.9,37.6,41.9,67.8
C=C1C[C@H]2C[C@H](C)[C@H]3CC[C@H](C)C4=C3[C@@](O)(OC4=O)[C@@]2(C)C1,104.9,94.7,102.0,90.8,98.5,100.9,102.0,109.7,77.9
CS(=O)C1=NCC(c2c(N)n[nH]c2-c2ccc(Cl)cc2)=N1 (configuration not stated),76.9,108.6,88.5,80.4,88.1,96.6,83.9,87.9,90.6
CCn1c2ccc(Br)cc2c2c3c(c4c5ccccc5ccc4c21)C(=O)NC3=O,119.1,93.6,91.7,101.8,99.9,96.1,95.6,117.6,128.8
Cc1ccsc1[C@@H]1C[C@@H]2Cc3cc(Cl)ccc3N1O2,107.0,98.0,88.6,88.3,102.6,94.2,102.0,93.7,96.8
CN1CCN(CCCOC(=O)c2c3c(n4ccccc24)C(=O)c2ncccc2C3=O)CC1,-93.2*,28.5,-32.3*,-29.5*,-57.2*,-39.1*,17.5,29.9,-88.7*
CC(O)c1ccc(Sc2ccccc2)cc1 (configuration not stated),126.2,97.5,125.2,96.3,104.7,97.0,103.0,106.0,130.6
O=C1OC(c2cc(I)c(O)c(I)c2)(c2cc(I)c(O)c(I)c2)c2ccccc21,119.7,108.0,103.7,86.1,96.3,96.1,80.2,108.4,97.1
O=C(/C=C/C(=O)OCCCl)OCCCl,124.9,104.0,95.0,112.0,109.4,101.1,107.8,100.5,111.0
N#CCCN(CCC#N)/N=N\c1nc[nH]c1C(N)=O,112.4,97.2,103.1,95.9,90.6,98.6,91.7,393.5,84.1
NC(N)=NS(=O)(=O)c1ccc(N=NC2C(=O)NN(c3ccc([N+](=O)[O-])cc3[N+](=O)[O-])C2=O)cc1 (configuration not stated),98.7,92.1,112.1,94.9,93.0,73.2,72.0,107.8,88.3
CCCCNC(=O)c1ccccc1C,98.3,89.4,102.2,90.2,103.7,93.4,101.0,88.3,99.0
Cc1n[nH]c(C)c1Cc1ccc(Cc2c(C)n[nH]c2C)cc1,111.5,104.4,105.9,106.5,104.8,98.0,105.5,113.3,88.5
O=[N+]([O-])c1ccc(-c2cc3c(Nc4ccc(OCc5cccc(Cl)c5)c(Cl)c4)ncnc3s2)cc1,/,82.4,47.3,52.0,48.7,55.3,74.0,102.0,69.8
CCN(CC)C(=O)C1CCN(C(=O)c2ccccc2)CC1,105.8,99.4,104.5,99.2,100.9,103.9,100.7,105.8,94.0
O=C(CN1CCOCC1)Nc1cccc(-c2cc3ccccc3[nH]2)c1,113.0,96.7,99.9,94.1,103.4,92.9,87.7,112.0,88.9
O=C(O)CN1C(=O)c2cccc([N+](=O)[O-])c2C1=O,105.7,92.3,98.0,94.7,102.4,85.3,97.4,107.1,93.9
N/C(=N\S(=O)(=O)c1cc(C(F)(F)F)cc(C(F)(F)F)c1)c1ccncc1,110.0,88.9,96.1,91.4,103.9,91.1,101.0,99.0,87.4
C=C1CC[C@@H]2[C@](C)(COC(C)=O)[C@H](OC(C)=O)CC[C@@]2(C)[C@@H]1CC(Nc1ccc(S(=O)(=O)Nc2nccc(C)n2)cc1)C1=CCOC1=O (some centres not stated),9.6*,64.8,-28.2*,-32.2*,-49.6*,-42.0*,13.2,68.2,9.7*
O=C1C=CN2C(=O)CCC=C[C@H]2[C@H]1O,132.3,125.9,110.9,102.3,102.3,111.4,108.5,102.0,95.6
Cc1ccc(Nc2n[nH]c(=S)s2)cc1F,105.8,/,102.9,104.4,100.3,98.9,101.5,111.3,93.5
CC(=O)c1c(C)[nH]c(-c2nc3ccc(N4CCN(C)CC4)cc3[nH]2)c1C,52.0,86.8,49.6,72.5,81.5,75.6,72.2,85.7,32.9
